TEAD-YAP inh: TEAD-YAP interaction inhibition, primary screen, TEAD-YAP interaction inhibitor project, luminescence, HEK-TIYL cells | TEAD-Gal4/YAP UAS-luciferase luminescence | inhibition, % at 9.12 µM | 640,000 compounds, 1.4% hits | AID 1259422, 2018; in the data active means inhibition above about 32%;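 further: 0% = median of test compound wells and 100% = reference inhibitor wells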
GPR151 ag: activators of human GPR151, primary screen, cell-based, PathHunter beta-arrestin, luminescence; 650,000 compounds, 1% hits; PathHunter beta-arrestin GPR151 cells; activation, % at 11.2 µM; G-protein coupled receptor 151 (Homo sapiens), Q8TDV0; AID 1508602, 2020; in the data active means activation above about 4.9%;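 further: 0% = median of compound wells and 100% = cells with positive control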
Target sequence (Q8TDV0 whole entry, looked up): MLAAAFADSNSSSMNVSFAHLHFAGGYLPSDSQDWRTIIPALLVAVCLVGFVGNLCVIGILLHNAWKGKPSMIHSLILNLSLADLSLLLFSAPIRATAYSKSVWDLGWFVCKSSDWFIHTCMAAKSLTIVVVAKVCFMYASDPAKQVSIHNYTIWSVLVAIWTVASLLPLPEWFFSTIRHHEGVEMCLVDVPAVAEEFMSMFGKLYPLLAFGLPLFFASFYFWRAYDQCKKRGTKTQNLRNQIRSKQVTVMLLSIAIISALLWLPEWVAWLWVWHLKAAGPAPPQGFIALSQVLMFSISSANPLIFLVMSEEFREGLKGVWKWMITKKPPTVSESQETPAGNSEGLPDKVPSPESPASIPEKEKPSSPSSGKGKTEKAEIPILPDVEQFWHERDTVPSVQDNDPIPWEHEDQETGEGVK
MITF inh: MITF inhibitors, primary screen, biochemical, AlphaScreen, human; Microphthalmia-associated transcription factor (Homo sapiens), O75030; AlphaScreen MITF homodimerization, bead proximity signal; inhibition, % at 2.6 µM; 650,000 compounds, 0.91% hits; AID 1259374, 2018; in the data active means inhibition above about 50%;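 further: 0% = vehicle wells with protein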
Target sequence (O75030 whole entry, looked up): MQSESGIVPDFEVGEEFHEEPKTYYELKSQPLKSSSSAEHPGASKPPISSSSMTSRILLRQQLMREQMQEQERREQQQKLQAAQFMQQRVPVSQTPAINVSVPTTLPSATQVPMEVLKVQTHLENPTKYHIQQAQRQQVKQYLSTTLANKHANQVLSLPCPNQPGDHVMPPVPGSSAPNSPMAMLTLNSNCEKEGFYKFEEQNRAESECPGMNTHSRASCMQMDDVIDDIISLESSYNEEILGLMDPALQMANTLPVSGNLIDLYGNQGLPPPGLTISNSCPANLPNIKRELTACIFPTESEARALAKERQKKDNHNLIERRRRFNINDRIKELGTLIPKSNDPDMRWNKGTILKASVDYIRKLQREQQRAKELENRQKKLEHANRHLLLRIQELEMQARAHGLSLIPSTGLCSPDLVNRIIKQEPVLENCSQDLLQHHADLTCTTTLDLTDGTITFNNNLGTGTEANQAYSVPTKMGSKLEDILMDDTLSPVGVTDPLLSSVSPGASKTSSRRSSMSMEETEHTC
FBW7 activator: FBW7 E3 ligase activators, primary screen, biochemical, AlphaScreen, human. F-box/WD repeat-containing protein 7 (Homo sapiens), Q969H0. AlphaScreen FBW7–phospho-cyclin E peptide binding, activator screen. normalized activity (activation), % at 26.1 µM. 650,000 compounds, 0.13% hits; in the data active means normalized activity above about 1.9%;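 further: purified mutant Fbw7 with reduced substrate affinity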
* marks the source's active call; other numbers are inactive results.

1) O=C(CC1C(=O)NCCN1CC(c1ccccc1)c1ccccc1)NCCc1cnc[nH]1 (configuration not stated)
2) CC(=O)N1c2ccccc2NC2=C(C(=O)CCC2)C1c1ccncc1 (configuration not stated)
3) Cc1nn(-c2ccc(Cl)cc2Cl)c(=O)c2ccccc12
4) COc1ccc(OC)c(C2NC(=S)NC(C)=C2C(=O)OCC(F)(F)C(F)(F)F)c1 (configuration not stated)
5) CCC(=O)Nc1ccc(-c2nc3ccccc3o2)cc1
6) Cc1cccc(OCCCC(=O)Nc2nc3ccccc3[nH]2)c1
7) Cc1oc2ccc(OCc3ccc([N+](=O)[O-])cc3)cc2c1C(=O)OC(C)C
8) CCC[C@@H]1NC(=O)[C@@H]2C[C@H](NC(=O)Nc3cc(Cl)ccc3Cl)CN2C1=O
screen / no. | 1 | 2 | 3 | 4 | 5 | 6 | 7 | 8
TEAD-YAP inh | -9 | -6 | 11 | 7 | 4 | 71* | 6 | 14
GPR151 ag | -0.1 | -0.1 | 1.2 | 0.8 | -2.9 | 1.5 | -1.2 | 0.2
MITF inh | -5 | -13 | 5 | -7 | -9 | 6 | 6 | -1
FBW7 activator | 0.0 | 0.2 | 0.9 | 0.3 | 0.0 | 0.5 | 0.0 | -0.1

Taken from above:
`O=C(CC1C(=O)NCCN1CC(c1ccccc1)c1ccccc1)NCCc1cnc[nH]1` (configuration not stated) in GPR151 ag reads -0.1
`Cc1oc2ccc(OCc3ccc([N+](=O)[O-])cc3)cc2c1C(=O)OC(C)C` in GPR151 ag reads -1.2
`Cc1cccc(OCCCC(=O)Nc2nc3ccccc3[nH]2)c1` in MITF inh reads 6

Carrying on.
9) CCOc1ccc(C(=O)Nc2ccc(-c3nn4c(C)nnc4s3)cc2)cc1
10) O=C(CSc1nc2ccsc2c(=O)n1Cc1ccc2c(c1)OCO2)Nc1ccccc1Cl
11) COc1ccc(-c2nnc(SCC(=O)O)n2N)cc1
12) O=C(Cc1c(F)cccc1Cl)Nc1cnccn1
13) Cc1ccc(NC(=O)CSc2nc3[nH]ncc3c(=O)n2-c2ccc(C)c(Cl)c2)cc1
14) Cc1ccc(N2CCSC2=Nc2ccccc2)cc1
15) CCC(C)OC(=O)COc1ccc2c(C)cc(=O)oc2c1 (configuration not stated)
16) CC(=O)c1ccc(NC(=O)c2ccc([N+](=O)[O-])o2)cc1
screen / no. | 9 | 10 | 11 | 12 | 13 | 14 | 15 | 16
TEAD-YAP inh | 5 | 16 | 17 | 16 | 18 | 1 | 0 | -61
GPR151 ag | 1.3 | -1.8 | 0.0 | -0.7 | -1.6 | -0.2 | -0.2 | -1.8
MITF inh | -3 | 22 | 1 | 21 | 9 | 10 | -9 | 0
FBW7 activator | -0.1 | 0.1 | 0.1 | -0.2 | 0.1 | 0.1 | 0.0 | -0.1

17) COc1ccc(NC(=O)N(Cc2nnc3n2CCCCC3)c2ccccc2)cc1
18) O=C(CC1Oc2ccccc2NC1=O)Nc1ccc(Cl)cc1 (configuration not stated)
19) CCSc1ccccc1C(=O)Nc1ccc(S(=O)(=O)N2CCOCC2)cc1
20) CC(C)(C)C(=O)Nc1ccc(C(=O)Nc2ccc(-c3nc4ccccc4[nH]3)cc2)cc1
21) C=CCNc1nc(NCC)nc(N2CCOCC2)n1
22) COc1ccc(C2=C(C#N)c3nc4ccccc4n3C(=O)C2C#N)cc1 (configuration not stated)
23) CCC(C)(C)NC(=O)c1ccc2c(c1)N(CC(=O)Nc1cccc(C)c1)C(=O)C(C)(C)O2
24) Cc1c(NC(=O)CSc2nc3ccc(NC(=O)c4ccccc4)cc3s2)c(=O)n(-c2ccccc2)n1C
screen / no. | 17 | 18 | 19 | 20 | 21 | 22 | 23 | 24
TEAD-YAP inh | 0 | -3 | 9 | 9 | -2 | -42 | -12 | -2
GPR151 ag | -0.9 | -0.2 | 6.5* | -0.8 | 0.2 | 0.9 | 0.0 | 0.8
MITF inh | 20 | 10 | -1 | 25 | 12 | 10 | -3 | 14
FBW7 activator | 1.4 | 0.1 | 0.9 | 1.6 | -0.3 | 0.2 | 0.0 | 0.1

25) CCOc1ccc(CN2CCN(Cc3ccc(CC)o3)CC2CCO)cc1 (configuration not stated)
26) COC(=O)C(=O)CC(=O)c1ccc(OC)c(OC)c1
27) CN(CCO)c1ncnc2c1nnn2Cc1ccccc1F
28) CNC(=S)Nc1cc(C(=O)N2CCCC2)ccc1N1CCCC1
29) COc1ccc(CCNC(=O)c2cnc(Nc3ccnn3C)s2)cc1
30) CCOC(=O)c1ccc(NC(=O)CSCC(=O)O)cc1
31) O=C(c1nn2c(C(F)(F)F)cc(-c3cccs3)nc2c1Cl)N1CCN(Cc2ccccc2)CC1
32) COc1cc(Nc2ncc(C(=O)Nc3ccccc3)s2)cc(OC)c1OC
screen / no. | 25 | 26 | 27 | 28 | 29 | 30 | 31 | 32
TEAD-YAP inh | -5 | -13 | 1 | -2 | 2 | -2 | 4 | -9
GPR151 ag | 0.9 | 1.7 | -1.0 | -1.2 | 1.3 | -0.3 | 1.2 | 1.0
MITF inh | 2 | 3 | 0 | 15 | 3 | -11 | -1 | 8
FBW7 activator | -0.1 | -0.3 | -0.1 | -0.1 | 0.1 | 0.2 | -0.2 | -0.1

33) COc1cccc(NC(=O)N(CCC(C)C)C2CCN(C(C)C)CC2)c1
34) CNS(=O)(=O)c1cc(C(=O)O)c(Cl)cc1Cl
35) O=C(NNC(=S)Nc1ccc([N+](=O)[O-])cc1)c1cc(Br)ccc1O
36) CN(C)C(CNS(=O)(=O)c1ccc2c(c1)OCCO2)c1ccc(F)cc1 (configuration not stated)
37) O=C(CNc1n[nH]c(=O)[nH]c1=O)N/N=C/C=C\c1ccccc1
38) COCCNC(=O)Cn1c(=O)n(Cc2ccccc2)c(=O)c2c3c(sc21)CCC3
39) CCOc1ccc(S(=O)(=O)NCc2cccs2)cc1
40) CCN(CC)C(=O)CSc1nc2cc3c(cc2c(=O)n1Cc1ccc2c(c1)OCO2)OCO3
screen / no. | 33 | 34 | 35 | 36 | 37 | 38 | 39 | 40
TEAD-YAP inh | 1 | 4 | -7 | 0 | -6 | 16 | 10 | 3
GPR151 ag | -0.6 | -0.4 | -0.1 | -2.1 | -0.3 | 0.1 | -0.8 | 0.6
MITF inh | 4 | 16 | 14 | -2 | 6 | 3 | 4 | -2
FBW7 activator | -0.1 | 0.1 | -0.7 | 0.1 | 0.0 | -0.1 | 0.0 | 0.0

41) CCCCNC(=O)CSc1nc2n[nH]c(C)c2c(=N)n1-c1ccccc1Cl
42) NC(=O)Cn1nc([N+](=O)[O-])nc1Oc1ccccc1C(=O)N1CCCC1
43) CCc1c(C(=O)N(CC)CC)c(=O)cc(C)n1CCN1CCCCC1
44) O=[N+]([O-])c1cnc(NC2CCCCC2)c([N+](=O)[O-])c1
45) CCOc1ccc(NS(=O)(=O)c2ccc(NC(=O)c3ccc(F)cc3)cc2)cc1
46) CCc1ccccc1NC(=O)CSCc1nc(N)nc(Nc2ccccc2C)n1
47) COC(=O)c1ccc(/C=C2/NC(=O)N(CC(=O)Nc3cccc(C)c3)C2=O)cc1
48) O=C(NCc1ccco1)c1cccn2c(=O)c3cc4ccccc4cc3nc12
screen / no. | 41 | 42 | 43 | 44 | 45 | 46 | 47 | 48
TEAD-YAP inh | 9 | 8 | 8 | 10 | 18 | -2 | 12 | -8
GPR151 ag | 1.0 | -0.7 | -0.3 | 1.1 | -0.5 | 0.6 | -0.8 | -1.3
MITF inh | 0 | -14 | 7 | 6 | 6 | -2 | 13 | -5
FBW7 activator | 0.0 | -0.2 | 0.3 | -0.3 | 0.5 | 0.0 | 0.0 | -0.3

Record cards, from the list above. Screens in order: TEAD-YAP inh | GPR151 ag | MITF inh | FBW7 activator
Results for CCOc1ccc(S(=O)(=O)NCc2cccs2)cc1 : 10 | -0.8 | 4 | 0.0
Results for CC(C)(C)C(=O)Nc1ccc(C(=O)Nc2ccc(-c3nc4ccccc4[nH]3)cc2)cc1 : 9 | -0.8 | 25 | 1.6
Results for Cc1ccc(N2CCSC2=Nc2ccccc2)cc1 : 1 | -0.2 | 10 | 0.1
Results for CCCCNC(=O)CSc1nc2n[nH]c(C)c2c(=N)n1-c1ccccc1Cl : 9 | 1.0 | 0 | 0.0

The listing continues.
49) Cc1ccc(C)c(C(=O)CCC(=O)NNC(=O)Cc2nc3ccccc3n2C)c1
50) Cc1cc(N(C)Cc2ccccc2)ncn1
51) O=C(c1ccccc1)N1CC(COc2ccccc2)OC(c2cccc(O)c2)O1 (configuration not stated)
52) O=C(O)c1ccc(N/N=C/C2=C(N3CCOCC3)C(=C\c3ccccc3)/CC2)cc1
53) O=C(Nc1ccc2c(c1)OCO2)c1cnn2c(C(F)(F)F)cc(-c3ccco3)nc12
54) Cc1ccc2occ(CN3CCc4nc(N5CCC(C)CC5)[nH]c(=O)c4C3)c(=O)c2c1
55) N#CC(C(=O)c1ccc(F)cc1)c1nc2ccccc2[nH]1 (configuration not stated)
56) Clc1ccc2nc(NCCN3CCOCC3)c3nncn3c2c1
screen / no. | 49 | 50 | 51 | 52 | 53 | 54 | 55 | 56
TEAD-YAP inh | 9 | 7 | 0 | -21 | -3 | 1 | -1 | -8
GPR151 ag | 0.6 | 0.0 | 0.1 | -0.2 | -1.8 | -0.1 | -1.5 | -1.1
MITF inh | 5 | 6 | -9 | 62* | 8 | -6 | 11 | 0
FBW7 activator | -0.1 | 0.1 | -0.1 | -0.4 | 0.0 | -0.1 | 1.4 | 0.0

57) Cc1ccc(Cn2nnc(C(=O)O)c2C(=O)O)cc1
58) CC(C)Cn1c(SCC(=O)N2CC(=O)Nc3ccccc32)nnc1-c1ccccc1F
59) Cc1cccc(N2C(=O)c3cccc4cccc(c34)C2=O)n1
60) CCOc1ccc(Nc2ncnc3c2c(-c2ccccc2)cn3-c2cccc(Cl)c2)cc1
61) COCCN1Cc2cccc(C(=O)Nc3cccc(C(C)=O)c3)c2C1=O
62) Cc1ccc(NC(=O)c2ccc(-c3ccccc3)cc2)c(Br)c1
63) O=C(CCCCn1c(=S)[nH]c2ccsc2c1=O)NC1CCCCC1
64) O=C(CN1C(=O)C(=O)c2ccccc21)Nc1ccc(Br)cc1
screen / no. | 57 | 58 | 59 | 60 | 61 | 62 | 63 | 64
TEAD-YAP inh | -13 | 8 | -4 | 11 | 7 | -14 | -2 | 1
GPR151 ag | 1.9 | 1.7 | -0.1 | -1.9 | 0.4 | 0.0 | 0.8 | -0.5
MITF inh | -7 | -5 | 2 | 17 | 18 | -6 | -5 | -18
FBW7 activator | 0.2 | 0.1 | -0.1 | 0.0 | 0.2 | -0.1 | 0.1 | 0.1

65) CC(=O)c1cccc(NC(=O)c2c(O)c3ccccc3[nH]c2=O)c1
66) O=C(N=C1c2ccccc2CN1c1ccc2c(c1)OCO2)c1ccco1
67) Cc1cc(C)c(C(=O)c2ccc(C(=O)Nc3ccccc3C(N)=O)cc2)c(C)c1
68) Cc1c2cnn(CC(=O)NC3CCCCC3C)c(=O)c2c(C)n1Cc1ccccc1F (configuration not stated)
69) N#C/C(=C/c1ccc(O)cc1)c1nc(-c2ccc3c(c2)OCO3)cs1
70) CCOc1ccc(C2=NN3C(C2)c2cccc(OCC)c2OC3c2cccc(Cl)c2)cc1 (configuration not stated)
71) Cc1ccc(NC(=O)Cn2cnc3sc(C(=O)Nc4ccc(Br)cc4C)c(C)c3c2=O)cc1Cl
72) O=C(NCCCSC1CCCCC1)Nc1ccccc1
screen / no. | 65 | 66 | 67 | 68 | 69 | 70 | 71 | 72
TEAD-YAP inh | -1 | -22 | -3 | 4 | 5 | -4 | 7 | -2
GPR151 ag | -0.1 | -3.5 | 0.4 | 2.0 | 2.1 | 1.0 | -0.6 | -0.1
MITF inh | 1 | -21 | 2 | -2 | 1 | -7 | 2 | 12
FBW7 activator | 0.0 | -0.1 | 0.1 | 0.0 | -0.1 | -0.1 | -0.1 | 0.9

73) CN1CCN(C(=O)c2cc3c(=O)n(C)c4ccccc4c3s2)CC1
74) NC(=O)c1cccc(-c2ccccc2)n1
75) OCCN1CCN(c2cc(-c3ccc(OC4CCCCO4)cc3)ncn2)CC1 (configuration not stated)
76) COc1ccc(C(=O)NCC2(c3ccccc3)CCOCC2)c(OC)c1
77) CCOC(=O)c1c(-c2ccccc2)csc1NC(=O)COc1ccccc1[N+](=O)[O-]
78) CCOC(=O)c1ccc(NC(=O)CN2C(=O)CC(C)(C)S(=O)(=O)c3ccccc32)cc1
79) COc1ccc2c(c1)C(OC(C)=O)C(C)(C)C(c1ccccc1)N2 (configuration not stated)
80) CCOc1cc(C(=O)O)cc(Br)c1OCC
81) O=C(NC1CCCCC1)c1ccc(NC2=NC3CS(=O)(=O)CC3S2)cc1 (configuration not stated)
screen / no. | 73 | 74 | 75 | 76 | 77 | 78 | 79 | 80 | 81
TEAD-YAP inh | 3 | 3 | -6 | -13 | -7 | 22 | 9 | 2 | 6
GPR151 ag | 1.4 | -0.4 | -0.6 | 1.0 | 4.7 | -0.8 | -0.2 | 2.2 | 0.8
MITF inh | 4 | -2 | -4 | -7 | 3 | 5 | -5 | -13 | 1
FBW7 activator | 0.0 | 0.0 | -0.3 | 0.0 | -0.2 | 5.2* | 0.1 | -0.2 | 0.0

Assay outcomes from PubChem BioAssay.
